# Screening data as filed in PubChem BioAssay.
# PfHsp40 yeast: compounds rescuing yeast from Plasmodium falciparum HSP40 toxicity; growth rescue, % at 12.5 µM; hit rate 0.68% among 340,000; S. cerevisiae expressing PfHsp40, growth rescue, ATP luminescence; in the data active = growth rescue above about 28%, passing the limit was not always enough;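 also: yeast W303a lacking pdr1 and pdr3 grown in galactose medium; growth measured after three days at 30 °C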
# TcdB GH inh: blocks C. difficile toxin B glycohydrolase activity; inhibition, % at 9.99 µM; AID 652162; hit rate 0.24% among 350,000; P18177; TcdB glycohydrolase enzymatic assay, plate reader; in the data active = inhibition above about 10%
# SSB-PriA inh: K. pneumoniae PriA-SSBct interaction inhibition. AlphaScreen SSBct-PriA binding, biotinylated peptide. inhibition, % at 33 µM. hit rate 0.6% among 430,000. AID 1272365; in the data active = inhibition mostly above about 37%, no sharp cut-off; inactive = mostly below about 20%;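 also: plate controls were negative control peptide for no effect and reference peptide for full effect; strong numbers were not always called active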
# Anthrax LF inh2: anthrax lethal factor protease inhibition | P15917 | inhibition, % at 10 µM | multiplex microsphere protease cleavage assay, LF | hit rate 0.12% among 360,000; in the data active = inhibition above about 30%; also: plate controls were buffer without enzyme for full effect and enzyme alone for no effect
# Target sequence (P15917 whole entry, looked up): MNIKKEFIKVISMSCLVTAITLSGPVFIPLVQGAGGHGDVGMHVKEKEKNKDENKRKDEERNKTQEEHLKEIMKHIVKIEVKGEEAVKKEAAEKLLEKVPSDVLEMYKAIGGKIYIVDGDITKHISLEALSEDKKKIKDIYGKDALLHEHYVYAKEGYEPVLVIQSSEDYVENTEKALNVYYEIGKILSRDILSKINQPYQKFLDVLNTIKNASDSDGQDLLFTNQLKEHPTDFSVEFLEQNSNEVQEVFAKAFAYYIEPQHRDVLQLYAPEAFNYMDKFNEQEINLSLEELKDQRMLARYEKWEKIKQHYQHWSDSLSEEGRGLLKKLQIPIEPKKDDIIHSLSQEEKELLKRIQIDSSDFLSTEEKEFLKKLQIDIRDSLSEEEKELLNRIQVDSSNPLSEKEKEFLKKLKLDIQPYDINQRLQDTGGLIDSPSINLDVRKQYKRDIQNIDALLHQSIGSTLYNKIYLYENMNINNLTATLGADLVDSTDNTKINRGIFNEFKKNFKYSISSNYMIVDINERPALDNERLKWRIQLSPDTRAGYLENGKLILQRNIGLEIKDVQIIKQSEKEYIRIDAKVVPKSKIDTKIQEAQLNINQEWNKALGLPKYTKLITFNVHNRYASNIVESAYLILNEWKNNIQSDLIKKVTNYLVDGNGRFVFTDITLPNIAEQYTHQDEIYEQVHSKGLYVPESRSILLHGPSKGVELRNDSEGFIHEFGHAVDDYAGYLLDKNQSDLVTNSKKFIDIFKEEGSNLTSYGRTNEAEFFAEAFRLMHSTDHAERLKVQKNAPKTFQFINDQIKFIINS
# MazF activator: MazEF (E. coli) toxin RNase activation; P0AE70; FAM/BHQ RNA-DNA oligo cleavage fluorescence, 5 h; activation, % at 20 µM; hit rate 0.32% among 350,000; AID 504720; in the data active = activation above about 50%
# VHR inh abs: DUSP3 (human) phosphatase inhibition | P51452 | recombinant VHR phosphatase, pNPP absorbance | hit rate 0.52% among 290,000 | inhibition, % at 13.3 µM; in the data active = inhibition above about 50%; also: some compounds called inactive have numbers as strong as hits
# BH1578 lux ind: quorum light induction in luxS cqsA deficient V. cholerae; V. cholerae BH1578 lux reporter, luminescence, 6 h; activation, % at 18.7 µM; AID 588436; hit rate 0.16% among 350,000; in the data active = activation mostly above about 9.7%, no sharp cut-off; also: not every result past the cut was called active; inactives centre near 0; reference of the scale not given here
# Y pestis TopoI: inhibitors of Yersinia pestis topoisomerase I; AID 504884; activity, % at 10 µM; hit rate 0.064% among 360,000; Y. pestis Topo-I cleavage product accumulation, plate reader; in the data active = activity above about 50%, passing the limit was not always enough; also: inactives centre near 2
# 3CLpro inhibitor: SARS-CoV 3CLpro protease inhibition | P0C6X7 | recombinant SARS-CoV 3CLpro, quenched FRET peptide cleavage | inhibition, % at 6 µM | hit rate 0.14% among 290,000 | AID 1706; in the data active = inhibition above about 12%
# Rv3671c inh: inhibitors of M. tuberculosis serine protease Rv3671c; P9WHR9; inhibition, % at 5.96 µM; hit rate 0.048% among 320,000; AID 2606; in the data active = inhibition above about 38%;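 also: extracellular domain of Rv3671c used as enzyme; 0% = enzyme with DMSO and 100% = no enzyme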
# Starred values were filed as active, the others as inactive; i = inactive; nt = no result given.
(1) CC(=O)c1cccc(NC(=O)CCS(=O)(=O)c2ccc(Br)s2)c1
(2) Cc1cccc(NC(=O)CSCc2nc3c(nnn3Cc3ccc(F)cc3)c(=O)[nH]2)c1C
(3) COc1ccccc1-c1c(C)oc2c(CN3CCN(CCO)CC3)c(O)ccc2c1=O
(4) CC(=O)c1ccc(S(=O)(=O)N(C)C(C)CCc2ccco2)cc1 (stereo not drawn)
(5) CSC1=N/C(=C\c2cccc(F)c2)C(=O)S1
(6) Cc1ccc(C)c(NC(=O)C2CCC(C)(C(=O)O)C2(C)C)c1 (stereo not drawn)

Screen / compound no. | 1 | 2 | 3 | 4 | 5 | 6
PfHsp40 yeast | -2.4 | 0.3 | 0.0 | -0.3 | -0.7 | -0.6
TcdB GH inh | 0.5 | 0.3 | nt | 0.6 | nt | nt
SSB-PriA inh | -9.7 | 8.0 | -18.1 | 2.2 | 0.4 | 0.2
Anthrax LF inh2 | -9.7 | -6.1 | -11.0 | 2.7 | 0.0 | -0.6
MazF activator | -1.7 | 2.5 | -14.2 | 1.4 | 1.4 | 4.6
VHR inh abs | 19.0 | 18.6 | -11.3 | 27.4 | 26.4 | -5.4
BH1578 lux ind | -0.5 | -0.7 | -0.2 | i | i | i
Y pestis TopoI | 6.0 | 2.2 | -0.5 | 7.3 | -14.9 | 11.3
3CLpro inhibitor | 7.2 | -4.1 | -1.9 | 1.8 | -4.0 | -3.4
Rv3671c inh | -1.6 | -1.1 | nt | nt | 1.6 | 6.9

# Part of the list above, limited to VHR inh abs, Rv3671c inh and TcdB GH inh:
nr | canonical_smiles | VHR inh abs | Rv3671c inh | TcdB GH inh
2 | Cc1cccc(NC(=O)CSCc2nc3c(nnn3Cc3ccc(F)cc3)c(=O)[nH]2)c1C | 18.6 | -1.1 | 0.3
3 | COc1ccccc1-c1c(C)oc2c(CN3CCN(CCO)CC3)c(O)ccc2c1=O | -11.3 | nt | nt

# Further records.
(7) CC(C)Sc1nc(-c2ccccc2)cc(=O)[nH]1
(8) O=C(NC(N1CCOCC1)C(Cl)(Cl)Cl)c1cc([N+](=O)[O-])cc([N+](=O)[O-])c1 (stereo not drawn)
(9) COc1ccc(NC(=O)N2CCC3(CC2)OCCO3)cc1
(10) CCOC(=O)N1CCC(N(CCN(C)C)C(=S)Nc2cc(C)ccc2C)CC1
(11) CCOP(=O)(OCC)C(NC(=O)c1ccccc1)=C(Cl)Cl
(12) C[C@@]12CCC3[C@@](CCC4[C@@]3(C)CCC[C@@]4(C)C(=O)O)(CC1=O)C2 (stereo partly drawn)

Screen / compound no. | 7 | 8 | 9 | 10 | 11 | 12
PfHsp40 yeast | 1.6 | -1.6 | 1.2 | -1.1 | 0.5 | 1.7
TcdB GH inh | nt | 0.6 | 0.7 | nt | 0.3 | -4.3
SSB-PriA inh | 2.1 | 7.3 | 4.6 | -4.9 | -15.7 | -3.9
Anthrax LF inh2 | -7.0 | -0.2 | -2.3 | -2.2 | 0.9 | 10.3
MazF activator | -7.7 | 11.0 | -0.2 | 1.0 | -8.0 | 6.3
VHR inh abs | 28.5 | 14.1 | 5.1 | 12.6 | 2.9 | nt
BH1578 lux ind | -0.3 | 1.5 | -0.4 | -2.7 | i | i
Y pestis TopoI | 3.4 | -18.5 | -1.9 | -4.4 | -1.3 | 13.8
3CLpro inhibitor | -2.5 | 0.2 | 3.1 | -2.1 | 1.9 | nt
Rv3671c inh | -3.0 | 3.1 | -3.6 | -3.8 | -6.3 | 3.0

# (more compounds)
# Short keys: A = PfHsp40 yeast; B = TcdB GH inh; C = SSB-PriA inh; D = Anthrax LF inh2; E = MazF activator; F = VHR inh abs; G = BH1578 lux ind; H = Y pestis TopoI; I = 3CLpro inhibitor; J = Rv3671c inh
13) CCC(C)Oc1cccc(C(=O)Nc2ccccc2N2CCOCC2)c1 (stereo not drawn)
  A = 1.9; B = nt; C = -33.6; D = -2.1; E = -3.9; F = -11.0; G = -16.7; H = 24.5; I = 3.1; J = -3.7
14) COc1ccccc1CNS(=O)(=O)c1ccc(Cl)s1
  A = 0.0; B = 2.0; C = -3.8; D = -1.8; E = 6.6; F = 17.1; G = i; H = 9.7; I = 2.2; J = 10.4
15) CCCN(C(=O)c1ccco1)c1nnc(-c2ccccc2C)s1
  A = -0.1; B = 0.9; C = -5.7; D = -0.5; E = -5.2; F = 16.4; G = i; H = 0.4; I = 5.0; J = -2.5
16) COc1ccccc1OCCCn1cc(C(C)=O)c2ccccc21
  A = -0.8; B = 3.5; C = -21.4; D = 2.6; E = 3.4; F = 12.9; G = i; H = 3.1; I = 0.3; J = -2.8
17) Cc1nc2ccccc2n1CC(=O)NN
  A = -1.2; B = -1.3; C = -14.7; D = -2.0; E = -9.7; F = -5.2; G = -0.3; H = 1.4; I = 2.6; J = -2.2
18) O=C(O)C1CC=CCC1C(=O)N1CCN(c2nc(-c3ccccc3Cl)c3cc(Br)ccc3n2)CC1 (stereo not drawn)
  A = 0.4; B = nt; C = -17.2; D = -7.9; E = -10.0; F = 22.4; G = nt; H = -4.7; I = nt; J = 1.2
19) CN(C)S(=O)(=O)c1ccc(Cl)c(C(=O)NCC2CCCCC2)c1
  A = 1.0; B = 0.3; C = -14.6; D = 9.2; E = 6.4; F = 15.8; G = -0.3; H = 4.8; I = 0.8; J = -2.4
20) O=C(NCC1CCCO1)C1CCN(S(=O)(=O)c2ccccc2)CC1 (stereo not drawn)
  A = -0.4; B = 0.4; C = 3.5; D = 1.5; E = -1.8; F = 3.4; G = 0.3; H = -5.3; I = -3.2; J = 15.4
21) O=C(c1cccc(S(=O)(=O)Nc2ccccc2Cl)c1)N1CCN(c2ccccc2O)CC1
  A = 0.5; B = 0.8; C = -5.6; D = -5.1; E = 2.1; F = nt; G = 2.5; H = 25.6; I = nt; J = -13.5
22) Cc1ccc(C(=O)OCC(=O)Nc2cccc(S(=O)(=O)N3CCCCC3)c2)o1
  A = 0.8; B = 0.7; C = -5.9; D = 4.2; E = -3.6; F = nt; G = -2.1; H = -7.4; I = nt; J = -1.9
23) CCCc1c(O)nc(SCC(=O)O)[nH]c1=O
  A = -0.5; B = 2.4; C = -1.1; D = -6.9; E = 5.9; F = 25.2; G = -0.3; H = 6.4; I = 0.3; J = -3.2
24) COc1ccc(/C=C2\CCc3ccccc3C2=O)cc1CN1CCOCC1
  A = -0.4; B = -2.3; C = 1.9; D = 7.7; E = 0.7; F = 29.0; G = 0.6; H = 19.7; I = 0.0; J = 6.8
25) CC1=NN(Cc2ccccc2)C(=O)C1C(c1ccncc1)C(C#N)C#N (stereo not drawn)
  A = -2.1; B = -1.7; C = 3.6; D = 3.8; E = -3.8; F = 8.7; G = -0.8; H = 11.6; I = 4.1; J = 5.1
26) Cc1cc(C)cc(-n2ncc3c2CCCC3NC(=O)c2csnn2)c1 (stereo not drawn)
  A = 4.7; B = -0.6; C = -3.4; D = 0.7; E = 14.7; F = 10.5; G = -0.3; H = 20.2; I = 0.8; J = 1.0

# Of the compounds above, these contain four or more nitrogen atoms:
# Short keys: A = PfHsp40 yeast; B = TcdB GH inh; C = SSB-PriA inh; D = Anthrax LF inh2; E = MazF activator; F = VHR inh abs; G = BH1578 lux ind; H = Y pestis TopoI; I = 3CLpro inhibitor; J = Rv3671c inh
2) Cc1cccc(NC(=O)CSCc2nc3c(nnn3Cc3ccc(F)cc3)c(=O)[nH]2)c1C
  A = 0.3; B = 0.3; C = 8.0; D = -6.1; E = 2.5; F = 18.6; G = -0.7; H = 2.2; I = -4.1; J = -1.1
8) O=C(NC(N1CCOCC1)C(Cl)(Cl)Cl)c1cc([N+](=O)[O-])cc([N+](=O)[O-])c1 (stereo not drawn)
  A = -1.6; B = 0.6; C = 7.3; D = -0.2; E = 11.0; F = 14.1; G = 1.5; H = -18.5; I = 0.2; J = 3.1
10) CCOC(=O)N1CCC(N(CCN(C)C)C(=S)Nc2cc(C)ccc2C)CC1
  A = -1.1; B = nt; C = -4.9; D = -2.2; E = 1.0; F = 12.6; G = -2.7; H = -4.4; I = -2.1; J = -3.8
17) Cc1nc2ccccc2n1CC(=O)NN
  A = -1.2; B = -1.3; C = -14.7; D = -2.0; E = -9.7; F = -5.2; G = -0.3; H = 1.4; I = 2.6; J = -2.2
18) O=C(O)C1CC=CCC1C(=O)N1CCN(c2nc(-c3ccccc3Cl)c3cc(Br)ccc3n2)CC1 (stereo not drawn)
  A = 0.4; B = nt; C = -17.2; D = -7.9; E = -10.0; F = 22.4; G = nt; H = -4.7; I = nt; J = 1.2
25) CC1=NN(Cc2ccccc2)C(=O)C1C(c1ccncc1)C(C#N)C#N (stereo not drawn)
  A = -2.1; B = -1.7; C = 3.6; D = 3.8; E = -3.8; F = 8.7; G = -0.8; H = 11.6; I = 4.1; J = 5.1
26) Cc1cc(C)cc(-n2ncc3c2CCCC3NC(=O)c2csnn2)c1 (stereo not drawn)
  A = 4.7; B = -0.6; C = -3.4; D = 0.7; E = 14.7; F = 10.5; G = -0.3; H = 20.2; I = 0.8; J = 1.0

# Only part of the results is shown; the hit share may differ from the screen's.
